Screening data (PubChem)
Shiga inhibitor – Shiga toxin inhibition. 9.2% of 290,000 active. inhibition, % at 38.7 µM. Vero cells, Shiga toxin protein synthesis inhibition reporter; in the data active = inhibition mostly above about 28%, no sharp cut-off; inactive = mostly below about 43%; also: 0% is about no effect
Pf growth 96h – P. falciparum growth inhibition at 96 hour, primary screen for plastid delayed-death inhibitors; P. falciparum luciferase reporter growth, 96 h; Potency, µM (series often up to 28.7 µM), without a hit: top-dose activity change, negative = inhibition, usual class: inhibitors; 6.9% of 320,000 active; also: potency is read from the fitted curve at half-maximal effect; % is scaled to controls: 0 for no effect and ±100 for the full control effect
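Infected RBCs, 2% Hct / 0.05% parasitemia final; luciferase-reporter P. falciparum; cpd 96 h, 37 C, 5% CO2; luciferase detection reagent; luminescence.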
Cycloheximide cs – counter-screen hit for Shiga toxin inhibitors, cycloheximide | cell reporter, cycloheximide protein synthesis inhibition counterscreen | max response, % | 12% of 300,000 active | AID 2314; in the data active = max response mostly above about 13%, no sharp cut-off; inactive = mostly below about 14%; also: read at 38.3 µM for the half of the compounds with a filed dose; 0% is about no effect
TbPYK inhibitor – blocks Trypanosoma brucei pyruvate kinase; TbPYK enzyme, Kinase-Glo Plus ATP luminescence, 45 min; 0.12% of 410,000 active; Potency, µM (titrated, usually from 76.8 µM), for the others: at the highest dose activity, negative = inhibition, most hits filed as inhibitors; also: potency is read from the fitted curve at half-maximal effect; % is scaled to controls: 0 for no effect and ±100 for the full control effect; nearly all actives have a fitted effect of over 50% in size
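Readout: single end-point luminescence (Kinase-Glo Plus, 10 min). Reaction conditions were TbPYK/substrate plus 130 uM ADP, 45 min at RT, pH 7.2 TEA buffer. No-enzyme wells served as controls, and data were normalized before concentration-response fitting.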
AMA1 RON2 block – inhibitors of Plasmodium falciparum AMA1-RON2 interaction; AlphaScreen AMA1-biotinylated RON2 peptide binding; Potency, µM (titrated, usually from 58.2 µM), for inactives: at the top dose activity change, negative = inhibition, hits mostly inhibitors; 0.2% of 360,000 active;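 also: potency is read from the fitted curve at half-maximal effect; 0% = vehicle wells and -100% = peptide control; nearly all actives have a fitted effect of over 45% in size; some results filed as inactive show a strong effect at the top dose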
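AMA1 (3D7) with his tag at 25 nM final met compounds first, then biotinylated RON2 peptide at 25 nM; detection used donor plus acceptor beads, 10 µg/mL apiece, read by AlphaScreen after 30 min at room temperature.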
LmPK inh – blocks Leishmania mexicana pyruvate kinase activity. Potency, µM (series often up to 57.5 µM), without a hit: top-dose activity change, negative = inhibition, most hits filed as inhibitors. AID 1721. purified LmPK, Kinase-Glo ATP luminescence, 1 h. 0.37% of 290,000 active; also: potency is read from the fitted curve at half-maximal effect; % is scaled to controls: 0 for no effect and ±100 for the full control effect
Target sequence (Q27686 whole entry, looked up): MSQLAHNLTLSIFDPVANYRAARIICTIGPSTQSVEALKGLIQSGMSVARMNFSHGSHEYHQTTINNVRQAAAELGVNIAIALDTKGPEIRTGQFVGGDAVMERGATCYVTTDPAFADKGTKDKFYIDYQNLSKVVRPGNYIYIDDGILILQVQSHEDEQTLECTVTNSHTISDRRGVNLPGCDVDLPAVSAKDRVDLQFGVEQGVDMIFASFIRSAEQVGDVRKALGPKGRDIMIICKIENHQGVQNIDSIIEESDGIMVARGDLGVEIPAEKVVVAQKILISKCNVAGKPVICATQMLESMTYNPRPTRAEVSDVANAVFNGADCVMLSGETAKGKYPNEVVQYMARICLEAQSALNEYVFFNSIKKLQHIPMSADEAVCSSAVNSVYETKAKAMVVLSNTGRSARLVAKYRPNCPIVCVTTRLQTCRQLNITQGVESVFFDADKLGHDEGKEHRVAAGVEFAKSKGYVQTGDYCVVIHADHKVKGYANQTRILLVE
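Pyruvate kinase activity monitored as ATP production (luciferase luminescence). Conditions: 0.1 nM enzyme, 0.5 mM PEP, 0.1 mM ADP, 1 h, RT; normalized against uninhibited and no-enzyme wells.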
Pf growth 48h – P. falciparum growth inhibition at 48 hours (one generation); Potency, µM (top dose mostly 28.7 µM), inactives show at the top dose activity change, negative = inhibition, most hits filed as inhibitors; AID 504832; P. falciparum luciferase growth in erythrocytes, 48 h; 5.9% of 310,000 active; also: potency is read from the fitted curve at half-maximal effect; % is scaled to controls: 0 for no effect and ±100 for the full control effect
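Cell-based growth assay: transgenic P. falciparum expressing firefly luciferase, cultured in red cells within RPMI 1640 containing 0.5% w/v Albumax, 24 mM bicarbonate and gentamycin. A drop in luciferase activity indicates inhibition.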
* = called active by the depositor; ? = inconclusive; · = not tested or not shown; & = joins results of further samples; [ ] = another dose, or the depositor's remark. Unless noted, calls follow the shape of the dose curve; as a rule, active = well fitted curve in the direction sought with a large enough effect; inconclusive = small, poorly fitted or top-dose-only effect, or another doubt; inactive = no such curve, though single readings can be large; an effect the other way counts as inactive or inconclusive.

SMILES	Shiga inhibitor	Pf growth 96h	Cycloheximide cs	TbPYK inhibitor	AMA1 RON2 block	LmPK inh	Pf growth 48h
CCN(C(=N)N=C(N)N)c1ccccc1	-7.7	-15.2%	2.6	3.7%	11.5%	-1.4%	-2.8%
CC1CCC(NC(=O)c2ccc(NS(=O)(=O)c3ccc4[nH]c(=O)[nH]c4c3)cc2)CC1 (centres undefined)	·	52.4%[activator]	·	1.8%	10.8%	·	64.4%[activator]
COc1ccccc1C(=O)NC(CCSC)C(=O)NCC(c1ccco1)N(C)C (centres undefined)	-9.1	33.8%[activator]	1.6	6.7%	1.7%	-1.5%	5.3%
CCOc1cccc(-c2c(C(=O)N/N=C/c3ccncc3)nnn2-c2nonc2N)c1	-6.7	?	-6.5	-0.5%	21.8%	-9.0%	5.1%
O=S(=O)(Nc1ccccn1)c1cccc(S(=O)(=O)c2ccc(Cl)cc2)c1	-0.8	43.3%[activator]	1.0	0.1%	-2.9%	7.1%	-20.2%
CCn1c2ccccc2c2nnc(SCC(=O)NCCOC)nc21	13.6	-24.6%	5.8	-0.9%	-2.5%	-0.7%	15.4%
CCN(CC)S(=O)(=O)c1ccc(Oc2cccc(C(C)=O)c2)nc1	6.9	1.4%	11.1	-4.7%	5.9%	3.5%	-24.5%
Nc1c(C(=O)OC2CCCCC2)c2nc3ccccc3nc2n1CC1CCCO1 (centres undefined)	9.5	13.1µM*	-2.6	-0.9%	17.5%	-3.0%	?
CC(=O)Oc1cccc(N2C(=O)C3C4C=CC(C4=C(C)C)C3C2=O)c1 (centres undefined)	17.9	-5.9%	10.0	-23.4%	-2.4%	-1.4%	9.8%
CCN1CCN(c2nc3ccccc3nc2C(C#N)S(=O)(=O)c2ccc(C)cc2)CC1 (centres undefined)	-10.3	54.6%[activator]	7.5	2.8%	9.7%	0.0%	·
O=C(CSc1nc2ccccc2[nH]1)NC1CCCC1	1.8	?	4.7	-3.6%	-0.3%	4.2%	-15.9%
CCC(=O)N(CCc1ccccc1)Cc1cc2cc(OC)ccc2[nH]c1=O	0.4	-7.8%	-5.1	-6.8%	-9.3%	5.0%	2.08µM*
CCn1c(=O)cc(OCC(=O)Nc2ccc(C)cn2)c2ccccc21	-7.7	·	-4.2	-1.2%	-9.6%	0.7%	0.3%
S=C(NCc1ccccc1)N1CCn2cccc2C1c1ccncc1 (centres undefined)	-14.6	?	-3.3	-5.0%	10.7%	15.1%	4.9%
Cc1ccc2nc(-c3ccc(SCC(=O)N4CCc5ccccc54)nc3)[nH]c2c1	120.9*	11.9%	56.4*	1.9%	2.2%	-3.2%	?
Cc1cccc(N2CCN(C(=O)COc3cc(=O)n(C)c4ccccc34)CC2)c1C	-6.1	?	-1.6	3.2%	9.5%	-4.1%	11.7µM*
CCN(CC)CCN(Cc1cc2ccc(C)cc2[nH]c1=O)C(=S)Nc1ccccc1C(=O)OC	-15.4	47.4%[activator]	-1.9	-7.0%	-6.1%	4.0%	13.1µM*
COc1ccccc1CNC(=O)CCC(=O)N1Cc2cccc(OC)c2Oc2ncccc21	7.8	9.28µM*	-3.5	0.3%	-5.0%	-3.0%	-0.1%
COc1ccc(CCNC(=O)C(C)OC(=O)c2nsc(Cl)c2Cl)cc1OC (centres undefined)	27.7	0.8%	-3.8	-1.7%	9.3%	3.8%	5.1%
N/C(=N\OC(=O)Cc1ccc(-c2ccccc2)cc1)c1ccncc1	14.2	6.5%	5.9	-5.2%	-1.4%	-2.3%	?
CS(=O)(=O)c1ccccc1-c1csc(N2CCC(C(N)=O)CC2)n1	·	17.5%	·	-17.1%	·	·	-3.3%
CCOc1ccccc1C(=O)OCC(=O)Nc1nnc(-c2ccccc2)o1	·	?	·	2.1%	29.9%	·	?
CN(C)C=NCCn1c(N2CCOCC2)nc2c1c(=O)n(C)c(=O)n2C	-1.0	23.5%	-1.9	-0.2%	-2.2%	-3.4%	15.6%
CCn1c(CSCc2ccc(C)cc2)nnc1SCC(=O)N1CCN(c2ccccc2)CC1	-16.1	·	8.3	-9.3%	43.8%	7.5%	-12.8%
CCCn1c(-c2cccnc2Cl)nc2cc(Cl)c(Cl)cc21	-3.5	?	0.5	-4.7%	5.0%	4.0%	?
SMILES	Shiga inhibitor	Pf growth 96h	Cycloheximide cs	TbPYK inhibitor	AMA1 RON2 block	LmPK inh	Pf growth 48h
NC(=O)C1CCN(C(=O)c2ccc(-c3ccccc3)cc2)CC1	3.2	52.2%[activator]	-3.8	1.2%	7.0%	0.3%	11.2%
CC(CN1CCCCC1)OC(=O)CCc1ccccc1 (centres undefined)	-15.1	59.2%[activator]	-0.7	0.4%	-15.4%	-7.2%	33.8%[activator]
O=C(CSc1nc2c(c(=O)n1-c1ccc(Cl)cc1)SCC2)N1CCOCC1	-7.6	-59.9%	-0.9	-7.5%	20.0%	5.4%	-8.7%
CCC(C)(C)NC(=O)c1cc(OC)c(OC)cc1[N+](=O)[O-]	-13.7	?	1.4	-11.1%	-4.2%	-3.2%	5.4%
Cc1cc(C)c(C(=O)OCC(=O)NC(=O)c2ccccc2)c(C)c1	·	1.5%	·	0.4%	6.3%	·	?
Cc1nnc(NC(=O)CSc2ccc(-c3ccco3)nn2)s1	18.3	?	-1.2	-20.7%	-4.2%	9.0%	2.2%
O=C(CN1C(=O)/C(=C\c2ccccc2F)SC1=S)Nc1nc2ccccc2s1	51.7*	?	47.4*	-8.0%	52.7%[activator]	0.1%	33.4%[activator]
CC1(C)CC(=O)C=C(Nc2ccc(F)cc2)C1	-1.2	-11.3%	-4.3	0.8%	-0.8%	3.8%	3.2%
COc1ccc(C2NC(C(=O)O)CS2)cc1COCC(F)(F)F (centres undefined)	-9.7	·	-2.9	0.7%	8.2%	0.0%	7.4%
O=C(Nc1ccc2c(c1)OCO2)c1c[nH]c(=O)n(-c2ccc(F)cc2)c1=O	18.7	?	15.6*	2.6%	7.9%	0.7%	?
CN(Cc1ccccc1)C(=O)COc1ccccc1Cl	-4.7	-5.0%	4.5	-3.9%	2.8%	-10.6%	7.7%
COc1ccc(SC[C@H](CC(C)C)N2CCN(CCc3ccccc3)CCC2=O)cc1	43.9*	?	12.7*	1.7%	?	0.1%	?
CC(=O)NC1(c2ccccc2)CCN(CC(=O)N2CCC(C)CC2)CC1	-4.1	34.2%[activator]	-2.3	1.0%	7.4%	-1.9%	5.5%
COc1ccc(OC)c(/C=N/NC(=O)c2c(C)nc3ccc(C)cn23)c1	-4.4	-0.8%	5.9	-6.8%	13.1%	0.5%	2.0%
CCc1ncc(CN2CCCC(C(=O)Nc3ccc(-c4cscn4)cc3)C2)cn1 (centres undefined)	18.6	4.0%	14.6	1.1%	-4.1%	-0.5%	0.7%
Cc1ccc(NC(=O)CCNC(=O)c2ccc(Cl)cc2)cc1F	11.7	64.1%[activator]	6.9	-3.7%	-15.4%	1.2%	19.5%
CCc1nc(NCc2cccnc2)c2oc3ccccc3c2n1	19.1	?	14.7	2.2%	-4.9%	-4.4%	?
CC12CCC(C(=O)Nc3ccccc3)(C(Br)C1=O)C2(C)C (centres undefined)	-2.1	?	-3.5	33.2%	-6.9%[11.6 µM]	6.6%	-15.1%
Cc1ccc(C(=O)Nc2cccc(C(F)(F)F)c2)cc1NC(=O)c1nccnc1N	-4.4	70.7%[activator]	-1.8	-13.9%&4.3%	-4.3%&-3.7%	0.2%	9.0%
O=C(c1ccc(Cl)c(S(=O)(=O)N2CCCC2)c1)N1CCCCC1	-5.9	22.0%	-0.7	-7.5%	0.8%	-5.2%	-9.2%
COC(=O)/C(=C1/Oc2ccc(C(C)(C)C)cc2S1)C(F)(F)F	9.7	?	50.1*	-4.5%	-2.4%	-6.9%	56.9%[activator]
O=C(CN1C(=O)NC2(CCCC2)C1=O)NNC(=O)c1ccc(Cl)cc1	·	-13.5%	·	5.1%	35.5%[activator]	·	4.6%
COc1ccccc1CN(C)C(=O)CNC(=O)c1cccc(Cl)c1	2.5	-7.0%	-1.2	-2.0%	4.9%	1.5%	12.7%[0.00184 µM]
Cc1cc2ccccn2c1C(=O)Nc1ccc(Cl)cc1	73.4*	157.6%[activator]	17.6*	0.7%	4.5%	0.7%	152.1%[activator]
COCCCNC(=O)c1ccc2c3c(onc13)-c1ccccc1C2=O	69.4*	-24.0%	35.1*	4.1%	?	-5.7%	-87.9%

Sorted by molar mass (ascending): part of the list above
SMILES	Shiga inhibitor	Pf growth 96h	Cycloheximide cs	TbPYK inhibitor	AMA1 RON2 block	LmPK inh	Pf growth 48h
CC1(C)CC(=O)C=C(Nc2ccc(F)cc2)C1	-1.2	-11.3%	-4.3	0.8%	-0.8%	3.8%	3.2%
CC(CN1CCCCC1)OC(=O)CCc1ccccc1 (centres undefined)	-15.1	59.2%[activator]	-0.7	0.4%	-15.4%	-7.2%	33.8%[activator]
CCC(C)(C)NC(=O)c1cc(OC)c(OC)cc1[N+](=O)[O-]	-13.7	?	1.4	-11.1%	-4.2%	-3.2%	5.4%
CCc1nc(NCc2cccnc2)c2oc3ccccc3c2n1	19.1	?	14.7	2.2%	-4.9%	-4.4%	?
CC12CCC(C(=O)Nc3ccccc3)(C(Br)C1=O)C2(C)C (centres undefined)	-2.1	?	-3.5	33.2%	-6.9%[11.6 µM]	6.6%	-15.1%
COc1ccc(C2NC(C(=O)O)CS2)cc1COCC(F)(F)F (centres undefined)	-9.7	·	-2.9	0.7%	8.2%	0.0%	7.4%
O=C(CSc1nc2c(c(=O)n1-c1ccc(Cl)cc1)SCC2)N1CCOCC1	-7.6	-59.9%	-0.9	-7.5%	20.0%	5.4%	-8.7%
O=C(CN1C(=O)/C(=C\c2ccccc2F)SC1=S)Nc1nc2ccccc2s1	51.7*	?	47.4*	-8.0%	52.7%[activator]	0.1%	33.4%[activator]

Next compounds.
SMILES	Shiga inhibitor	Pf growth 96h	Cycloheximide cs	TbPYK inhibitor	AMA1 RON2 block	LmPK inh	Pf growth 48h
Cc1ccc(C(=O)O/N=C(\N)c2ccccc2)c(Cl)c1	16.4	35.2%[activator]	36.1*	?	28.8%	4.47µM*	15.1%
O=C(NNC(=O)c1cccs1)c1ccc(Cl)nc1	·	31.8%[activator]	·	0.6%	-7.3%	·	18.8%
Cc1ccc(S(=O)(=O)NCCN2CCOCC2)cc1	-7.6	0.9%	0.5	1.6%	10.6%	-2.1%	·
O=C(c1cc2ccccc2c(=O)o1)N1CCc2ccccc2C1	6.8	20.3%	15.5	-7.8%	1.8%	-1.2%	-2.4%
CCOc1ccccc1NC(=O)C1CCN(S(=O)(=O)c2ccc(OC)c(OC)c2)CC1	-1.0	6.57µM*	8.9	-12.6%	0.7%	11.4%	-39.4%
CN(C)/C=N/C(=S)Nc1ccc(Br)cc1F	52.3*	?	48.9*	-0.9%	32.0%[activator]	1.2%	·
O=C(NCC1CCCO1)c1ccc2c(c1)C(=O)N(c1cccc([N+](=O)[O-])c1)C2=O (centres undefined)	-12.5	-8.4%	-1.3	7.7%	0.0%	10.0%	30.2%
CCN(CC)C(=O)Cn1cc(S(=O)(=O)CC(=O)NCCc2ccccc2)c2ccccc21	-15.6	-27.1%	-1.8	-5.1%	4.3%	-7.1%	16.9%
